Source: PubChem
M1 antag = human CHRM1 antagonism | P11229 | CHO-K1 hM1, Fluo-8 calcium fluorescence, ACh EC80 antagonist | inhibition, % at 3 µM | hit rate 1.3% among 360,000 | AID 588852;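 active means percent inhibition above its own plate's cutoff, namely the mean of that plate's compound wells plus 3 SD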;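 further: peak over basal fluorescence ratio during 140 s after agonist addition; 0% = ACh EC80 plus DMSO and 100% = DMSO alone without agonist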
CHRM5 PAM = CHRM5 positive allosteric modulation; P08912; AID 624038; CHO-K1 hM5, Fluo-8 calcium, ACh EC20 PAM; 0% = ACh EC20, 100% = ACh EC100; hit rate 0.3% among 360,000; activation, % at 3 µM;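 active means activation above the run cutoff, the mean activation of all test compounds plus 3 SD, cut at about 18% in these data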
Target sequence (P08912 whole entry, looked up): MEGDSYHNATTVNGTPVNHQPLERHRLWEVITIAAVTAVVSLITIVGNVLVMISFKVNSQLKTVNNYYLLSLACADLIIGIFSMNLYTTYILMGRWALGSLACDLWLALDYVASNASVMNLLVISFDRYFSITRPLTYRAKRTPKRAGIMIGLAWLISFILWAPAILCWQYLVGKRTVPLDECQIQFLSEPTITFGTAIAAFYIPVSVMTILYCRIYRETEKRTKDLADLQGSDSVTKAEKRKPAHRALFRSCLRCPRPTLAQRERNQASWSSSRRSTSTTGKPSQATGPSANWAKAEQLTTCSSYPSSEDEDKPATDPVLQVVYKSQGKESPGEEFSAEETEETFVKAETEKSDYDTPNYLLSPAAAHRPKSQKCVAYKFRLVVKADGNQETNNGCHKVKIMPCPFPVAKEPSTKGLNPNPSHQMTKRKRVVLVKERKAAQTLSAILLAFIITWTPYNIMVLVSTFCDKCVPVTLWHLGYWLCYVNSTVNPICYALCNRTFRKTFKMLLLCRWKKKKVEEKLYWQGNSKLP
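System – CHO-K1 hM5 cells · Compound – 3 µM, single dose · Incubation – compound preincubation 140 s before EC20 acetylcholine addition · Technique – Fluo-8 calcium fluorescence · Measure – Max/basal fluorescence ratio as % of EC20–EC100 ACh window · Benchmarks – low control EC20 acetylcholine (0%), high control EC100 acetylcholine (100%) · Replication – singlicate, one well per test compound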
CHRM4 antagonist = antagonists of human muscarinic M4 receptor (CHRM4); P08173; CHO-hM4 cells, ACh EC80, Fluo-8 calcium fluorescence; inhibition, % at 3 µM; hit rate 0.73% among 360,000;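 active means inhibition above its plate's cutoff, the mean inhibition of sample wells plus 3 SD, cut at about 27% in these data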;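 further: 0% = acetylcholine EC80 with DMSO and 100% = DMSO without agonist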
Target sequence (P08173 whole entry, looked up): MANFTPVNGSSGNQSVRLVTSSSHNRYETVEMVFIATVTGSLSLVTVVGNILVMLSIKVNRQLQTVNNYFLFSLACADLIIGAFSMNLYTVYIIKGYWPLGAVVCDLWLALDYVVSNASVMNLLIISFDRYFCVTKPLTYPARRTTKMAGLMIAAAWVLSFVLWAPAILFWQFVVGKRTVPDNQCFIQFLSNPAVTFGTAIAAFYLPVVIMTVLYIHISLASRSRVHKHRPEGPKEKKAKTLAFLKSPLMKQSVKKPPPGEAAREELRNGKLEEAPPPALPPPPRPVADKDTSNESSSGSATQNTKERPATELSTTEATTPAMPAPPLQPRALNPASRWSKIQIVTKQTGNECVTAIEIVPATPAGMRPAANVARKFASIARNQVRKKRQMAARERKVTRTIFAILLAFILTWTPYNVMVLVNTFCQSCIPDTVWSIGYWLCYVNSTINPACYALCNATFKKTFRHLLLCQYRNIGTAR
CHRM4 PAM = CHRM4 positive allosteric modulation; activation, % at 3 µM; AID 624126; CHO-K1 hM4/Gqi5, Fluo-8 calcium fluorescence, ACh EC20; 0% = ACh EC20, 100% = maximal ACh; hit rate 0.4% among 360,000; P08173;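 active means activation above its plate's cutoff, the mean activation of sample wells plus 3 SD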; further: some results filed as inactive read as strong as hits
CHRM1 PAM = human CHRM1 positive allosteric modulation | CHO-K1 hM1, Fluo-8 calcium fluorescence, ACh EC20; 0% = ACh EC20, 100% = maximal ACh | P11229 | AID 588819 | activation, % at 3 µM | hit rate 0.088% among 360,000; in the data active means activation above about 19%, passing the limit was not always enough
CRFBP-R2 agonist = agonists of human CRF-binding protein/CRF-R2 receptor complex; HEK293 CRF-R2/CRF-BP, calcium dye fluorescence (FLIPR); percent of saturating CRF peptide response; activation, % at 13.2 µM; hit rate 0.46% among 350,000; AID 588473;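 active means activation of at least 50%, plus an integration ratio under a set limit after plate pattern correction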;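 further: plate controls were neutral control wells without compound for no effect and CRF at EC100 for full effect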
CHRM5 antagonist = blocks acetylcholine activation of human M5 receptor; P08912; CHO-hM5 cells, Fluo-8 calcium fluorescence, ACh EC80; inhibition, % at 3 µM; hit rate 0.59% among 360,000;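 active means inhibition above a per-plate cutoff, the mean of that plate's test compounds plus 3 SD, cut at about 27% in these data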;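 further: 0% = acetylcholine EC80 with DMSO and 100% = DMSO without agonist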
CHRM4 agonist = CHRM4 agonism in calcium assay; P08173; AID 624127; activation, % at 3 µM; hit rate 0.14% among 360,000; CHO-K1 hM4/Gqi5, Fluo-8 calcium fluorescence; vehicle 0%, full acetylcholine response 100%;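 active means activation above the run mean over all test wells plus 3 SD, cut at about 32% in these data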;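 further: peak over basal fluorescence ratio per well then scaled between controls; 0% = DMSO wells and 100% = acetylcholine at EC100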
CHRM5 agonist = agonists of human muscarinic M5 receptor (CHRM5); P08912; CHO-K1 hM5 cells, Fluo-8 calcium fluorescence; 0% DMSO wells, 100% maximal acetylcholine response; activation, % at 3 µM; hit rate 0.19% among 360,000;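 active means activation above the run's mean over test compounds plus 3 SD, cut at about 23% in these data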;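 further: signal is peak over basal fluorescence ratio across the kinetic read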
An asterisk follows results filed as active; x = no result given.

SMILES | M1 antag | CHRM5 PAM | CHRM4 antagonist | CHRM4 PAM | CHRM1 PAM | CRFBP-R2 agonist | CHRM5 antagonist | CHRM4 agonist | CHRM5 agonist
COC(=O)c1ccc(C2NC(=S)N(c3ccccc3)C(C)=C2C(=O)Nc2ccccc2OC)cc1 (centres undefined) | -10 | -4 | 15 | 9 | 7 | 0.6 | -3 | 2 | 5
CCOc1cccc(CNCCSc2nnnn2C)c1 | -6 | 9 | -10 | 10 | 4 | -0.5 | 4 | 1 | -6
CCCn1c(SCC(N)=O)nnc1C(C)C | -9 | 4 | -10 | 2 | 8 | -2.9 | -4 | 1 | -9
COc1cccc(C2c3c(oc4ccc(F)cc4c3=O)C(=O)N2CCCN2CCOCC2)c1 (centres undefined) | -5 | -2 | -1 | 0 | 3 | -0.1 | 1 | 1 | -1
COc1ccc(CNC(=O)CCCCCNc2nc(=S)[nH]c3ccccc23)cc1 | 13 | 5 | -4 | -8 | -7 | -1.9 | 7 | 4 | 2
COc1ccccc1Oc1nc([N+](=O)[O-])nn1CC(N)=O | -8 | 1 | -1 | 9 | 6 | 1.3 | 6 | 2 | 1
Brc1ccc2oc(-c3ccn[nH]3)cc2c1 | -5 | 4 | -10 | 6 | 5 | 2.5 | -6 | 1 | 1
CCOCCCn1c(SCC(=O)Nc2cc(OC)ccc2OC)nc2ccccc2c1=O | 9 | -10 | -13 | 0 | -5 | -0.6 | 14 | 1 | -5
NC(=O)CSc1ncc(-c2ccccc2)[nH]1 | -18 | -4 | -5 | 3 | -1 | -2.0 | 5 | 0 | 4
COc1ccc(C)cc1NC(=O)COC(=O)c1c(-c2ccccc2)noc1C | -4 | -4 | -16 | 3 | -7 | 1.0 | 4 | 2 | 0
c1ccc(CN2CCC3CC2c2ccc(N4CCOCC4)cc23)cc1 (centres undefined) | -3 | 3 | -15 | -6 | -3 | 2.8 | -2 | 2 | -2
CCOC(=O)C1=C[C@@H](C(C)C)N(S(=O)(=O)c2ccc([N+](=O)[O-])cc2)[C@H]1c1ccccc1 | 58* | -9 | -13 | 7 | -22 | x | 8 | 1 | 1
O=C1c2ccccc2C(=O)C1(CO)c1ccc(OC(F)F)cc1 | 2 | 7 | 6 | 0 | 2 | 0.3 | -6 | 1 | -1
COc1ccc(C(=O)NCCc2ccc(C)cc2)cc1OC1CCN(C(C)=O)CC1 | -16 | -8 | 1 | -2 | 11 | 0.8 | 5 | 8 | 4
C=CCNCCCOc1ccc(Cl)cc1Br | -10 | 3 | 7 | 3 | 11 | 0.2 | -5 | 4 | -2
C=CCSc1nnc(-c2ccc(Cl)cc2Cl)o1 | -1 | 3 | 0 | 12 | 14 | 3.5 | -1 | 1 | 2
CCOC(=O)N1CCN(C(=O)CSCc2ccccc2)CC1 | -8 | 3 | 7 | 1 | 3 | -0.2 | -15 | 0 | 0
Cc1ccc(S(=O)(=O)N(C)C)cc1NC(=O)Nc1ccccc1F | -10 | 0 | 10 | -2 | 6 | 0.6 | 6 | 0 | -4
CC(Sc1cnc2ccccc2n1)C(=O)O (centres undefined) | -19 | 6 | 0 | -2 | 4 | 0.7 | -4 | 1 | -4
O=C(Nc1nc(-c2ccc(Cl)cc2)cs1)c1cccnc1 | -3 | 0 | 2 | -1 | 0 | -0.2 | -2 | 2 | 2
CCN(C(=O)COC(=O)C(c1ccccc1)c1ccccc1)c1c(N)n(Cc2ccccc2)c(=O)[nH]c1=O | 23 | 5 | -2 | -4 | -4 | -0.9 | -4 | 0 | -4
CCOc1cc(C#N)c(NC(=O)c2ccco2)cc1OCC | -1 | 2 | -2 | 3 | 10 | 0.3 | 1 | 0 | 0
CC(Oc1ccccc1)C(=O)Nc1c2c(nn1-c1ccccc1)CS(=O)(=O)C2 (centres undefined) | 7 | 1 | 2 | -4 | 0 | 0.6 | 9 | 1 | -2
O=C(/C=C/c1ccccc1)Nn1cnnc1 | 2 | 2 | 4 | 2 | 1 | -0.2 | -4 | 1 | 0
COC(=O)Cc1cc(=O)n(-c2nc3ccccc3s2)[nH]1 | -12 | -1 | 2 | -5 | 11 | 2.5 | 2 | 4 | 2
CCCN(C(=O)CSc1nnc(N)s1)c1c(N)n(Cc2ccccc2)c(=O)[nH]c1=O | -8 | 1 | 4 | 0 | 4 | -0.5 | 10 | 1 | 0
COc1ccc(OCC(=O)OCC(=O)Nc2ccc(S(=O)(=O)N3CCCCC3)cc2)cc1 | 12 | -5 | 6 | 1 | 4 | -1.8 | 2 | 7 | 1
Nc1ncnc2c1ncn2[C@@H]1O[C@H](C(=O)NS(=O)(=O)c2ccccc2[N+](=O)[O-])[C@@H](O)[C@H]1O | -26 | 1 | -8 | 6 | -2 | x | 4 | 2 | 3
Cc1ccc(C(=O)COC(=O)c2c(C)cc(=O)oc2C)cc1[N+](=O)[O-] | -1 | 3 | 4 | 2 | 1 | 1.9 | -2 | 3 | -2
Cc1sc2ncnc(OCC(=O)Nc3ccc4c(c3)OCCO4)c2c1C | -6 | -3 | -9 | 15 | 2 | 5.5 | -4 | 2 | -2
Cc1ccc(-c2cnc3cccnn23)cc1F | -11 | 2 | -3 | 0 | 1 | x | -15 | 1 | 0
CC(C)c1ccc(Nc2ncc3c(n2)CCN(C(=O)Nc2ccc(F)c(Cl)c2)C3)cc1 | 16 | -8 | 16 | -9 | -14 | x | 9 | 4 | -1
CC(C)n1cnc2cc(NCc3ccccc3O)ccc21 | -14 | 10 | 9 | -5 | 13 | -1.3 | -11 | 3 | -3
CCCC(=O)Nc1ccc(Cl)c(NC(=O)c2ccc(Br)o2)c1 | 3 | -7 | 1 | 3 | 6 | -0.7 | -5 | 2 | -1
COC(=O)c1cccc(NC(=O)/C(=C\c2ccco2)NC(=O)c2ccco2)c1 | -6 | -1 | 9 | -4 | 4 | 2.2 | -6 | 4 | 2
COc1ccc(C(=O)NC(C)c2ccc(-n3ccnc3)cc2)cc1S(=O)(=O)N1CCOCC1 (centres undefined) | -16 | -1 | 1 | 9 | 18 | 2.0 | 1 | 0 | -4
COc1ccc(OC)c(N/C(=N/c2nc(C)cc(C)n2)NC(C)=O)c1 | 4 | -5 | 0 | 6 | 2 | -2.7 | -1 | 0 | 3
CCC(C)C(NC(=O)c1ccccc1NC(=O)c1ccccc1)C(=O)O (centres undefined) | -4 | 4 | -1 | 5 | 5 | 0.6 | -2 | 1 | -2
CCOC(=O)N/N=C/c1cccc(Cl)c1Cl | -1 | 1 | 2 | -3 | 7 | -0.6 | -8 | -1 | 1
O=C(Nc1nccs1)Oc1ccccc1 | -8 | -1 | -14 | 28* | 7 | -3.9 | -2 | 1 | -3
O=C(COc1ccccc1)Nc1cccc(S(=O)(=O)N2CCCC2)c1 | 7 | -1 | 3 | -3 | -1 | -0.5 | 0 | 1 | 1
Nn1c(SCC(=O)Nc2ccccc2F)nnc1-c1cccnc1 | -2 | -6 | -5 | -1 | 5 | 0.3 | 3 | 1 | 1
CN(C)C(=O)C[C@@H]1C=C[C@@H](NC(=O)C2CCC2)[C@@H](CO)O1 | x | 6 | -16 | 1 | x | x | -12 | 2 | 3
C/C(=N\n1c(C)cc(C)c(C#N)c1=O)c1cccs1 | -2 | -1 | 1 | 5 | 3 | -1.5 | 4 | 0 | -1
COc1ccc(S(=O)(=O)N/N=C\c2ccc3c(c2)OCO3)cc1 | 4 | -7 | -5 | -3 | -3 | -6.6 | 6 | 2 | 1
O=C(/C=C/c1cccc(F)c1)c1ccc(N2CCOCC2)cc1 | 18 | -17 | 3 | -20 | -9 | 1.7 | 22 | 11 | 3
COC(=O)C[C@H](NC(=O)Cn1cnc2c(SC)nc(N)nc21)C(=O)OC | 7 | 0 | -11 | 7 | 16 | 1.9 | 2 | 1 | 1
CCOC(=O)c1c(C)nc2sc3c(=O)n(-c4ccc(C(C)=O)cc4)cnc3c2c1-c1ccc(Cl)cc1 | -4 | 5 | -1 | 3 | 6 | 5.5 | -6 | 0 | 0
Cc1ccc(S(=O)(=O)N(C)c2ccc(C(=O)NCC(c3ccco3)N(C)C)cc2)cc1 (centres undefined) | 28 | -2 | 6 | 1 | -14 | 1.0 | 8 | 0 | -8
Cc1cc(C)n(CC(O)Cn2c3ccc(Br)cc3c3cc(Br)ccc32)c(=O)n1 (centres undefined) | -10 | 6 | 10 | 2 | 13 | 2.1 | 4 | 7 | 2
C=CCOc1ccc(CN(C)C(=O)c2ccc(CNS(=O)(=O)c3ccc(C)c(C)c3)cc2)cc1 | 12 | -15 | 6 | -3 | -7 | 0.4 | 5 | 7 | 3
CCOC(=O)C(=O)Nc1nc(-c2ccccc2)c(-c2ccccc2)o1 | -6 | 0 | -7 | 2 | 4 | -0.2 | -5 | 0 | 2
Cc1[nH]n(-c2ccccc2)c(=O)c1C1(C(F)(F)F)C(=O)N(c2ccc(F)cc2)C2=C1C(=O)CC(C)(C)C2 (centres undefined) | -13 | 3 | 0 | 6 | 10 | 0.8 | -5 | 0 | 5
COc1ccc(S(=O)(=O)NCCCCOc2ccc(Cl)cc2)cc1 | 33* | -12 | 7 | 1 | -13 | 3.9 | 32* | 9 | 4
O=C(C(=O)N1CCN(CCN2CCOCC2)CC1)c1ccccc1 | x | -2 | 4 | 13 | x | x | 7 | 1 | -2
COc1ccccc1C(C)NCC(=O)NC(=O)NCc1ccco1 (centres undefined) | -15 | 2 | 2 | -2 | 0 | -0.8 | 1 | 0 | -3
CC1CCN(C(=O)c2cccc(S(=O)(=O)N3CCN(c4ccccc4)CC3)c2)CC1 | -22 | 4 | -13 | 6 | 9 | -0.2 | -2 | 1 | 3
O=C(CP(=O)(c1ccccc1)c1ccccc1)N1CCCCC1 | -13 | -3 | -3 | 4 | 8 | -1.2 | 2 | 1 | 1
CCOC(=O)C(C)Sc1nc2c(cnn2-c2ccc(C)cc2)c(=O)[nH]1 (centres undefined) | -8 | 3 | 4 | -4 | 10 | -1.1 | -3 | 0 | -4
CCOCCCN(C(=O)c1snc(C(N)=O)c1N)C(C(=O)NC(C)(C)C)c1ccc(Cl)cc1 (centres undefined) | -8 | 0 | -3 | -3 | 1 | 27 | 15 | 0 | -2
COc1ccc(OC)c(C2C(C(=O)Nc3cccnc3)=C(C)NC3=C2C(=O)CCC3)c1 (centres undefined) | -11 | -4 | -7 | 11 | 8 | 0.0 | 5 | 1 | 1
CCCC(=O)OCC(=O)Nc1ccccc1C#N | -9 | 3 | 0 | 0 | 10 | -2.2 | 4 | 1 | 4

Laid out differently: two of the compounds above.
Molecule: CCOCCCN(C(=O)c1snc(C(N)=O)c1N)C(C(=O)NC(C)(C)C)c1ccc(Cl)cc1 (centres undefined)
- M1 antag: -8
- CHRM5 PAM: 0
- CHRM4 antagonist: -3
- CHRM4 PAM: -3
- CHRM1 PAM: 1
- CRFBP-R2 agonist: 27
- CHRM5 antagonist: 15
- CHRM4 agonist: 0
- CHRM5 agonist: -2

Molecule: Cc1[nH]n(-c2ccccc2)c(=O)c1C1(C(F)(F)F)C(=O)N(c2ccc(F)cc2)C2=C1C(=O)CC(C)(C)C2 (centres undefined)
- M1 antag: -13
- CHRM5 PAM: 3
- CHRM4 antagonist: 0
- CHRM4 PAM: 6
- CHRM1 PAM: 10
- CRFBP-R2 agonist: 0.8
- CHRM5 antagonist: -5
- CHRM4 agonist: 0
- CHRM5 agonist: 5
